# Screening data from PubChem BioAssay.
# PI5P4Ka inh: blocks human PI5P4K alpha kinase activity. max response, %. P48426. PI5P4Kalpha enzyme, ADP-Glo luminescence, 60 min; hits give low values. AID 652105. hit rate 1.2% among 330,000; active means max response of -50% or lower; inconclusive means between -30% and -50%; inactive means -30% or higher; further: value at the top dose of about 77 µM; on the % scale 0 is the no-effect control and ±100 the full control effect
#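 Reactions run in 0.038 M HEPES pH 7.4, 0.28 mM EGTA, 0.1% CHAPS and 5% DMSO, with PI5P4Kalpha, substrate, compound and 5 microM ATP final, one hour at room temperature. Readout is ADP-Glo luminescence.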
# PLK1 PBD inh: blocks phosphopeptide binding to human PLK1 polo-box domain | AID 720504 | Potency, µM, for the others: max response, negative = inhibition, actives largely listed as inhibitors | Plk1 PBD binding of FITC phosphopeptide, fluorescence polarization | hit rate 2.8% among 360,000; further: potency means the concentration at half of the fitted maximal effect; series mostly up to about 57 µM; on the % scale 0 is the no-effect control and ±100 the full control effect; nearly all actives have a fitted effect of over 65% in size
# EPAC1 antagonist: blocks human EPAC1 exchange factor. Potency, µM (titrated, usually from 115 µM), for inactives: at the top dose activity change, negative = inhibition, actives largely listed as inhibitors. O95398. AID 720709. hit rate 0.14% among 360,000. EPAC1 GEF assay, Rap1b-BODIPY-GDP exchange fluorescence;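 further: potency means the concentration at half of the fitted maximal effect; plate controls were vehicle for no effect and positive control for full effect; nearly all actives have a fitted effect of over 50% in size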
# Target sequence (O95398 whole entry, looked up): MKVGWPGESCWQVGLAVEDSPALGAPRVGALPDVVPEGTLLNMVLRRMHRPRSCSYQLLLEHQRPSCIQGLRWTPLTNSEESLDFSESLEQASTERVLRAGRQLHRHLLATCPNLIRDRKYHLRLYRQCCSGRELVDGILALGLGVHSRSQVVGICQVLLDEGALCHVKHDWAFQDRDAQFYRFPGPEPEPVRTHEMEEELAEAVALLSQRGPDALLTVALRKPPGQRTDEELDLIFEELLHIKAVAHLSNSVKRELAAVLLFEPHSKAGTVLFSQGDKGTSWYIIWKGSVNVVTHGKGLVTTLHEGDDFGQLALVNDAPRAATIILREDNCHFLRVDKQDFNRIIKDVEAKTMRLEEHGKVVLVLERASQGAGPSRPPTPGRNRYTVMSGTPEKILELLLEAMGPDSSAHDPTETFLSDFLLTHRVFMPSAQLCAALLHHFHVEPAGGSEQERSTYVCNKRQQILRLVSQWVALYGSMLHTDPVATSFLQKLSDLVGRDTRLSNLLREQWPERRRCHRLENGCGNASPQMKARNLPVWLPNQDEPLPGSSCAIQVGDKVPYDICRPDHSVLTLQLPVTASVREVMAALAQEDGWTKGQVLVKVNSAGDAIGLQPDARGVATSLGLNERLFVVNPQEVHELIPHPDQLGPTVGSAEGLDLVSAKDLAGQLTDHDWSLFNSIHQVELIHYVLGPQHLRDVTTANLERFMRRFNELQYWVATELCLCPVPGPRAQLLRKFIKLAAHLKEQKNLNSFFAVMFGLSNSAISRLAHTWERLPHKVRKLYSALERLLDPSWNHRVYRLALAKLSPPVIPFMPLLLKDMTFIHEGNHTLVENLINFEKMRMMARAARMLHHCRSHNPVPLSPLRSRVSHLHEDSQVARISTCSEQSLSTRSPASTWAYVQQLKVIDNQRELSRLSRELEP
# IL2 activator: activates IL-2 in a cell-based reporter assay. activation, % (series mostly up to about 46 µM). AID 652025. IL-2 activation reporter assay, cell-based qHTS; stimulated with anti-CD3/CD4/CD28 beads; in transgenic mouse T cells. hit rate 0.065% among 360,000; in the data active means activation above about 50%; inconclusive means mostly about 30% to 49%; further: 0% is about no effect
#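 Unstimulated transgenic mouse T cells, 750 per well, received compound and, after 60 minutes, anti-CD3/anti-CD4 bead plus anti-CD28 stimulation. EGFP and DsRed were quantified after 18 hours.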
# Abeta yeast res: A-beta toxicity reversal in yeast | yeast expressing A-beta42, growth rescue, OD600, 48 h; response scale: 0% DMSO, 100% iron-clioquinol control | Potency, µM (series often up to 46.1 µM), without a hit: at the top dose growth rescue, most hits filed as activators | hit rate 0.063% among 410,000 | AID 1347071; further: potency means the concentration at half of the fitted maximal effect; nearly all actives have a fitted effect of over 55% in size
#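 Yeast A-beta toxicity model in growth medium with pinned compounds, 48 h at 30 C; growth read as absorbance at 600 nm. Normalized to FeCl3/clioquinol equimolar mix (positive) and DMSO (negative).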
# WRN helicase inh: inhibitors of human WRN helicase; Q14191; WRN helicase unwinding, fluorescent forked duplex, kinetic; Potency, µM (doses to about 114 µM), without a hit: top-dose activity change, negative = inhibition, hits mostly inhibitors; hit rate 0.46% among 360,000; further: potency means the concentration at half of the fitted maximal effect; on the % scale 0 is the no-effect control and ±100 the full control effect; nearly all actives have a fitted effect of over 55% in size
#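 WRN at 20 nM final preincubated with compound 15 min at room temperature; reaction started with 100 nM fluorophore/quencher forked duplex oligonucleotide and 2 mM ATP final. Unwinding followed kinetically by red fluorescence (ex 525, em 598 nm).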
# EPAC1 ag: activates human EPAC1 exchange factor. O95398. EPAC1 agonist qHTS, biochemical assay; response scale: 100% = response to 6.5 mM cAMP. Potency, µM (highest dose often 154 µM), inactives show at the top dose activation, most hits filed as activators. hit rate 0.073% among 360,000; further: potency means the concentration at half of the fitted maximal effect; nearly all actives have a fitted effect of over 60% in size
#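 EPAC1 100 nM, Rap1B–BODIPY-GDP 250 nM, unlabeled GDP 50 uM; compound titration; 5 min RT; kinetic read ex480/em540 at 5-min intervals ×30 min; data normalized to 6.5 mM cAMP agonist control.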
# FUS suppressor: FUS proteinopathy suppression in yeast | S. cerevisiae FUS-expressing, growth rescue, OD600, 24 h | Potency, µM (highest dose often 76.6 µM), for the others: top-dose growth rescue (activation), usual class: activators | hit rate 0.24% among 390,000 | AID 1347120;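 further: potency means the concentration at half of the fitted maximal effect; plate controls were DMSO vehicle for no effect and reference control for full effect; nearly all actives have a fitted effect of over 55% in size; some results filed as inactive show a strong effect at the top dose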
#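 Galactose (2%) drives FUS expression in yeast precultured in raffinose; seeding density OD 0.005. Test compounds incubated 24hr at 30C and 99% humidity before absorbance at 600 nm was measured.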
# * hit, by the source's call; ? = inconclusive; nt = not tested or not shown; [ ] = dose if it differs, or a comment. Unless noted, the call rests on the fitted dose curve; in most records, active means well fitted curve in the direction sought with a large enough effect; inconclusive means small, poorly fitted or top-dose-only effect, or another doubt; inactive means no such curve, though single readings can be large; an effect the other way counts as inactive or inconclusive.
SMILES,PI5P4Ka inh,PLK1 PBD inh,EPAC1 antagonist,IL2 activator,Abeta yeast res,WRN helicase inh,EPAC1 ag,FUS suppressor
CCON1C(=O)CN(C(=O)OC)C1c1ccc(Cl)cc1Cl (stereo unspecified),0.4,-9.5%,0.3%,2.1,18.1%,7.2%,3.3%,-3.1%
Cc1ccc(/C=C/C(=O)O)cc1S(=O)(=O)NCc1cccnc1,-6.5,-15.4%,-12.6%,-2.5,0.1%,-3.0%,-1.1%,6.8%
CC(C)C(=O)Nc1cccc(NC(=O)c2ccc(Cl)cc2Cl)c1,-9.3,-17.1%,4.7%,0.4,-4.5%,1.4%,1.0%,7.5%
Clc1ccc(-c2nnc(COc3ncnc4sccc34)o2)cc1,?,2.9%,-25.5%,-6.0,-20.0%,-7.6%,-0.8%,25.0%
O=[N+]([O-])c1c(N2CCN(CCO)CC2)nc2ccccn12,-8.3,0.9%,-13.4%,2.0,2.5%,0.6%,5.3%,-34.6%
CCCCOCCCNS(=O)(=O)Cc1ccccc1,nt,-20.4%,1.7%,-1.8,-15.2%,-4.0%,10.4%,85.8%
C=CCNC(=O)CN1CCC(n2nnc3cc(C(F)(F)F)ccc32)CC1,12.4,0.9%,0.6%,1.8,-7.4%,21.4%,-1.4%,14.4%
CC(=O)NN1C(=O)c2ccc(Oc3ccc([N+](=O)[O-])cc3)cc2C1=O,nt,-2.1%,-2.1%,-0.9,17.7%,-17.8%,7.1%,-4.4%
COc1ccc(CCNC(=O)COc2cc(=O)n(C)c3ccccc23)cc1OC,0.8,3.8%,-1.8%,-0.8,10.7%,-0.8%,-1.0%,4.0%
COc1ccc(NC(=O)NNC(=O)c2ccc(-c3ccccc3)cc2)c(OC)c1,6.0,1.2%,3.6%,-1.6,-9.0%,-27.0%,3.1%,nt
CC(=O)Nc1cccc(-c2ccnc3c2CC(C)(C(=O)Nc2cccc(C(C)=O)c2)O3)c1 (stereo unspecified),0.5,-2.3%,18.9%,-0.7,-2.6%,-0.3%,0.4%,2.0%
Cc1ccc(NC(=O)Cn2c(=O)n(CCCC(=O)NCc3ccco3)c(=O)c3ccccc32)cc1,-4.4,-8.0%,13.3%,-0.4,-10.0%,4.6%[57.1 µM],4.6%,-29.1%

# In the list so far, these have a nitro group on carbon.
SMILES,PI5P4Ka inh,PLK1 PBD inh,EPAC1 antagonist,IL2 activator,Abeta yeast res,WRN helicase inh,EPAC1 ag,FUS suppressor
O=[N+]([O-])c1c(N2CCN(CCO)CC2)nc2ccccn12,-8.3,0.9%,-13.4%,2.0,2.5%,0.6%,5.3%,-34.6%
CC(=O)NN1C(=O)c2ccc(Oc3ccc([N+](=O)[O-])cc3)cc2C1=O,nt,-2.1%,-2.1%,-0.9,17.7%,-17.8%,7.1%,-4.4%

# Next section.
SMILES,PI5P4Ka inh,PLK1 PBD inh,EPAC1 antagonist,IL2 activator,Abeta yeast res,WRN helicase inh,EPAC1 ag,FUS suppressor
COc1cccc(/C=c2\s/c(=C\C(=O)C(C)(C)C)[nH]c2=O)c1,1.7,-0.9%,-1.7%,-0.4,-0.2%,-11.4%,-18.3%,8.3%
CC(C)Oc1cccc(C(=O)C2CCCN(C(=O)c3noc4c3CCCC4)C2)c1 (stereo unspecified),1.4,8.1%,0.6%,-0.2,5.4%,-0.2%,6.1%,22.8%
Cc1ccc(S(=O)(=O)Nc2cc(=O)[nH]c(SCC(=O)Nc3ccccc3C(F)(F)F)n2)cc1,-4.2,-18.6%,-13.0%,1.9,14.4%,6.4%,6.7%,17.9%
O=C(/C=C/[C@H]1O[C@@H](n2ccc(=O)[nH]c2=O)[C@H](O)[C@@H]1O)NCCc1cccs1,-2.6,-8.6%,-3.2%,-0.3,-3.8%,-3.9%,12.0%,-11.6%
Cc1cccc(NC(=O)NC2CCCc3ccccc32)c1 (stereo unspecified),2.4,-5.5%,6.5%,-3.5,3.8%,-1.1%,8.3%,-5.9%
Cn1cccc1C1C(C#N)=C(N)OC2=C1C(=O)CCC2 (stereo unspecified),-19.4,-18.4%,-22.2%,-0.8,18.7%,4.6%,7.9%,15.2%
O=C(Cn1nc([N+](=O)[O-])nc1Br)NC1CCCCC1,0.9,-21.6%,-4.8%,1.5,0.1%,0.3%,2.9%,8.4%
Cc1ccc(S(=O)(=O)N(C)C)cc1NC(=O)CN1C(=O)NC2(CCCCCCC2)C1=O,8.3,-2.1%,3.4%,-2.7,-0.3%,-25.1%,-5.6%,15.4%
Cc1ccc(-c2csc3nc[nH]c(=S)c23)cc1C,-1.7,-9.0%,3.2%,-4.3,?,-11.6%,3.5%,23.8%
O=C(Nc1nnc(CC(c2ccccc2)c2ccccc2)s1)c1ccco1,-2.1,-0.8%,10.2%,-1.8,0.4%,-7.4%,-2.7%,26.9%
CC(=O)c1cccc(OCc2cc(C(=O)N3C[C@H]4CC[C@H]3C4)no2)c1,2.1,-22.5%,-3.3%,-4.4,-18.4%,7.6%,-3.9%,5.7%
Cc1cc(C)cc(NC(=S)NC(=O)Cc2ccccc2)c1,2.3,-17.4%,?,0.3,21.3%,5.6%,20.0%,36.3%
Cc1ccc(NC(=O)C(c2ccccc2)c2ccccc2)c(O)c1,12.7,-4.3%,9.5%,-0.8,18.0%,-11.3%,2.1%,22.7%
O=C(CCc1ccc(O)c(O)c1)NNC(=S)NCCc1ccccc1,-4.9,-11.1%,-3.3%,0.1,2.8%,-15.6%,7.8%,-2.6%
CC1CCCCC1NC(=S)NC(=O)c1cccs1 (stereo unspecified),9.0,-10.7%,-12.5%,-0.7,10µM*,-14.1%,19.2%,31.4%
Cc1cccc(C)c1NC(=O)CCCSc1nnc(-c2ccc(F)cc2)n1-c1ccccc1,-5.7,0.3%,-28.0%,-0.5,?,-4.6%,-1.6%,nt
Cc1ccc(-c2onc3ccc(C(=O)O)cc23)cc1,-52.3*,-9.9%,-10.2%,0.6,7.6%,-4.5%,-1.6%,26.8%
O=C(c1ccc(Br)cc1)c1cc(-c2ccccn2)c(N2CCOCC2)s1,0.1,2.7%,9.8%,-0.9,-7.8%,5.7%,-4.0%,6.1%
O=C(CCCOc1ccccc1)NN1C(=O)NC2(CCCCC2)C1=O,-4.5,2.2%,-10.3%,0.0,8.8%,9.8%,?,7.1%
O=C1N=C(N2CCOCC2)S/C1=C1\C(=O)N(Cc2ccccc2)c2ccccc21,-1.8,-9.4%,-16.1%,0.3,-6.2%,6.0%,-4.9%,nt
CCc1nnc(NS(=O)(=O)c2ccc(N/C=C\C(=O)c3cccc(OC)c3)cc2)s1,4.6,-29.3%,10.2%,-0.1,-9.3%,-29.6%,-3.8%,16.6%
CC(=O)c1cc2ccc(O)cc2oc1=O,?,-12.1%,1.0%,0.2,5.1%,-7.5%,5.0%,-11.1%
O=C(c1ccc(Nc2cccc(C(F)(F)F)c2)nc1)N1CCCC1,nt,-4.9%,5.8%,-2.2,-15.8%,-4.3%,-5.0%,29.7%
O=C(CCSCCC(=O)NCc1cccs1)NCc1cccs1,-20.0,-9.7%,?,-0.1,-6.8%,-4.3%,19.8%,4.8%
Cc1nn(CCC(=O)NNC(=S)Nc2ccc(F)cc2)c(C)c1[N+](=O)[O-],1.4,-19.7%,5.0%,-2.5,20.7%,-13.3%,1.3%,17.0%
CCCNC(=O)Cn1c(=O)oc2cc(S(=O)(=O)N3CCCC3)ccc21,-5.4,-6.4%,-5.6%,-1.3,-3.9%,-3.1%,9.1%,-12.0%
COc1ccc(CNC(=O)C[C@H]2C(=O)N(Cc3ccc(OC)cc3)C[C@@H]2Cc2ccccc2)cc1,-2.0,-17.2%,-12.9%,-2.1,-11.0%,-6.3%,-12.3%,?
COc1ccc(CCN(C)C(=O)COc2ccc(N(C)S(=O)(=O)c3ccc(C)cc3)cc2)cc1OC,-4.8,-0.5%,5.1%,-6.2,?,1.3%,2.8%,27.8%
CC1=C(C(=O)Nc2ccc(F)cc2)C(c2cccc(C)c2)n2nc(CCCO)nc2N1 (stereo unspecified),6.1,-1.5%,-1.8%,-2.7,-32.8%,-4.2%,-1.4%,1.2%
O=C(CSc1nnc(-c2ccc(F)cc2)c2ccccc12)NCC1CCCO1 (stereo unspecified),-25.5,-18.9%,-12.1%,-1.0,-7.7%,-1.9%,8.6%,11.2%
Cc1ccc(OCCNc2ccc(S(=O)(=O)N3CCCC3)cn2)cc1,7.8,-3.8%,-5.8%,-1.2,7.4%,-14.0%,10.1%,24.1%
CC1=CCC2C(=O)N(c3nc4ccccc4n3C)C(=O)C2C1 (stereo unspecified),nt,-6.7%,9.5%,-1.1,-0.3%,-14.0%,-0.5%,-4.3%
CC(=O)c1cccc(NC(=O)CCCCCn2nnc3ccccc3c2=O)c1,4.5,-2.4%,-15.1%,-3.1,-6.1%,-6.6%,4.1%,21.9%
O=C(/C=C/c1ccccc1)NCCc1c[nH]c2ccccc12,0.5,-4.6%,-1.8%,0.3,2.2%,-1.1%,5.3%,20.8%
O=C(CCC(=O)N1CCSc2ccccc21)NCc1ccc(Cl)cc1,7.2,0.0%,-2.9%,-2.2,0.6%,-1.8%,-11.7%,24.2%
Cc1ccc(S(=O)(=O)N(C)C)cc1NC(=O)C1CCCCN1S(=O)(=O)c1ccccc1 (stereo unspecified),6.0,?,2.9%,-0.1,8.0%,-10.4%,1.3%,22.4%
COc1ccc(C)c2sc(N(CCCN(C)C)C(=O)c3ccc(S(=O)(=O)N4CCc5ccccc5C4)cc3)nc12,4.2,-10.8%,-14.5%,-0.9,0.3%,-25.4%,-7.1%,37.9%
CC(C)(C)OC(=O)N1CCC(C(=O)N[C@@H](Cc2ccccc2)C(=O)O)CC1,-5.5,-5.9%,2.5%,0.2,18.4%,15.1%,-5.6%,-10.1%
O=C(N[C@@H](Cc1ccccc1)C(=O)OCc1ccccc1)c1nc[nH]c1C(=O)NC(c1ccccc1)c1ccccc1,7.2,-6.7%,-23.2%,0.1,-6.0%,-12.7%,1.7%,41.5%
COc1ccc2nc(Cl)c(C#N)cc2c1,4.9,-6.2%,7.8%,0.4,-3.3%,0.9%,-1.1%,-7.2%

# Structures above that bear a hit mark in PI5P4Ka inh.
mol	PI5P4Ka inh	PLK1 PBD inh	EPAC1 antagonist	IL2 activator	WRN helicase inh
Cc1ccc(-c2onc3ccc(C(=O)O)cc23)cc1	-52.3*	-9.9%	-10.2%	0.6	-4.5%
